# Source: PubChem BioAssay (several laboratories)
# eIF4E-4G inh – eIF4E–eIF4G protein interaction inhibitors, primary screen, biochemical, uHTS, TR-FRET, eIF4GI fragment; Eukaryotic translation initiation factor 4E (Mus musculus) + Eukaryotic translation …; TR-FRET eIF4E-eIF4GI(517-606) binding, 2 h; inhibition, % at 21.7 µM; hit rate 0.37% among 220,000; AID 782, 2007;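 active = inhibition above about 30%, limit read from the data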;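 note: 0% = full FRET control wells and 100% = background wells lacking eIF4GI fragment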
# m-calpain inh – inhibitors of pig calpain II, primary screen, biochemical, fluorogenic peptide substrate, 1536-well | purified calpain II, 30 min | inhibition, % at 16 µM | hit rate 0.37% among 220,000 | AID 1236, 2008;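 active = inhibition above about 50%, limit read from the data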
# Rad51 HR inh – human RAD51 strand exchange inhibitors, primary screen, biochemical, fluorescence | DNA repair protein RAD51 homolog 1 (Homo sapiens), Q06609 | hRad51 DNA strand exchange, fluorescence dequenching | inhibition, % at 10 µM | hit rate 0.085% among 200,000;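 active = inhibition above 40% at the single screening dose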;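 note: 0% = DMSO control wells and 100% = blanks with heterologous ssDNA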
#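 material = hRad51 filaments on single-stranded DNA | timing = filaments 15 min 37 °C, then compound 30 min | signal = FRET fluorescence dequenching, excitation 485 nm, emission 520 nm | benchmarks = control wells and blank wells on each plate | evaluation = percent inhibition relative to plate controls and blanks | compound = 10 µM final, single point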
# Mdm2 ligase inh – MDM2-luciferase reporter signal enhancers, primary screen, MDM2 E3 ligase inhibitor project, cell-based, luminescence, 1536-well; E3 ubiquitin-protein ligase Mdm2 (Homo sapiens), Q00987; cell-based MDM2 ubiquitination luciferase reporter, 2 h; 0 = plate control, 100 = twice control, blank-subtracted; signal enhancement, % at 5 µM; hit rate 0.11% among 210,000; AID 1230, 2008;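 active = signal enhancement of 30% or more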;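 note: luminescence tracks abundance of the self-degrading MDM2-luciferase fusion protein; higher signal means inhibition of MDM2 E3 ligase activity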
#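 Test system: stable mammalian line carrying autodegrading MDM2–luciferase fusion reporter; quantity: 2000 cells in each well; times: 4 h cell settling then 2 h compound exposure, 37 °C; detection: luminescence with SteadyLite reagent, 15 min at room temperature; evaluation: percent signal gain over controls, blank-subtracted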
# TNF death inh – inhibitors of TNF-alpha triggered necroptosis, primary screen, cell-based, Jurkat FADD-/-, single concentration; Jurkat FADD-/- TNF necroptosis rescue, ATP luminescence, 24 h; 0 = TNF only, 100 = no-TNF cells; activation (protection from cell death), % at 10 µM; hit rate 0.068% among 220,000;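 active = activation, meaning protection from cell death, of at least 50% relative to plate controls; inactive = activation below 50%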;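 note: necroptosis triggered by 40 ng/mL TNF-alpha added together with compound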
# EBV gp42 inh – Epstein-Barr virus gp42 inhibitors, primary screen, biochemical, uHTS, fluorescence polarization | hit rate 0.42% among 220,000 | Fluorescence polarization binding assay, mP read-out | Glycoprotein 42 (Epstein-Barr virus (strain AG876)), Q1HVG2 | inhibition, % (tested at 21.74 µM); in the data active = inhibition above about 50%
# PERK inhibitor – block of dimerizer-induced PERK translation repression, primary screen, PERK inhibitor project, CHO PERK-DD cells, SEAP luminescence, HTS. Eukaryotic translation initiation factor 2-alpha kinase 3 (Homo sapiens), Q9NZJ5. CHO PERK-DD fusion, SEAP luminescence translation reporter. inhibition, % at 5.6 µM. hit rate 0.17% among 220,000;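 active = inhibition above the mean inhibition of all tested compounds plus 3 SD, set separately per screening campaign, cut at about 2.9% in these data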;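 note: PERK kinase domain activated by AP20187 dimerizer at 100 nM; 0% = DMSO with dimerizer and 100% = rapamycin at 8.4 µM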
# L929 necroptosis – inhibitors of zVAD-triggered necroptosis, primary screen, L929 cells; viability rescue, % at 10 µM; AID 1377, 2008; L929 zVAD necroptosis rescue, ATP luminescence, 24 h; with zVAD 60 µM; hit rate 0.38% among 220,000;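 active = activation, scaled between plate controls, above about 75%, limit read from the data; inactive = activation under that limit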;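 note: 0% = zVAD with DMSO and 100% = DMSO alone without zVAD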
# KCC2 mod – KCC2 cotransporter modulators, thallium flux, primary screen, cell-based, HEK293 KCC2, FluoZin-2 fluorescence, MLSMR | Solute carrier family 12 member 5 (Homo sapiens), Q9H2X9 | KCC2 cells, thallium flux FluoZin-2 fluorescence | B-score of Tl+ flux slope (higher = more flux/activation; lower = inhibition) at 10 µM | hit rate 2.2% among 190,000;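 active = thallium flux slope and its plate-corrected score both differing from the plate sample mean at a set confidence after two filtering rounds, in either direction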;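 note: slope of fluorescence scaled to starting intensity during 10 to 20 s after thallium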
# Target sequence (Q9H2X9 whole entry, looked up): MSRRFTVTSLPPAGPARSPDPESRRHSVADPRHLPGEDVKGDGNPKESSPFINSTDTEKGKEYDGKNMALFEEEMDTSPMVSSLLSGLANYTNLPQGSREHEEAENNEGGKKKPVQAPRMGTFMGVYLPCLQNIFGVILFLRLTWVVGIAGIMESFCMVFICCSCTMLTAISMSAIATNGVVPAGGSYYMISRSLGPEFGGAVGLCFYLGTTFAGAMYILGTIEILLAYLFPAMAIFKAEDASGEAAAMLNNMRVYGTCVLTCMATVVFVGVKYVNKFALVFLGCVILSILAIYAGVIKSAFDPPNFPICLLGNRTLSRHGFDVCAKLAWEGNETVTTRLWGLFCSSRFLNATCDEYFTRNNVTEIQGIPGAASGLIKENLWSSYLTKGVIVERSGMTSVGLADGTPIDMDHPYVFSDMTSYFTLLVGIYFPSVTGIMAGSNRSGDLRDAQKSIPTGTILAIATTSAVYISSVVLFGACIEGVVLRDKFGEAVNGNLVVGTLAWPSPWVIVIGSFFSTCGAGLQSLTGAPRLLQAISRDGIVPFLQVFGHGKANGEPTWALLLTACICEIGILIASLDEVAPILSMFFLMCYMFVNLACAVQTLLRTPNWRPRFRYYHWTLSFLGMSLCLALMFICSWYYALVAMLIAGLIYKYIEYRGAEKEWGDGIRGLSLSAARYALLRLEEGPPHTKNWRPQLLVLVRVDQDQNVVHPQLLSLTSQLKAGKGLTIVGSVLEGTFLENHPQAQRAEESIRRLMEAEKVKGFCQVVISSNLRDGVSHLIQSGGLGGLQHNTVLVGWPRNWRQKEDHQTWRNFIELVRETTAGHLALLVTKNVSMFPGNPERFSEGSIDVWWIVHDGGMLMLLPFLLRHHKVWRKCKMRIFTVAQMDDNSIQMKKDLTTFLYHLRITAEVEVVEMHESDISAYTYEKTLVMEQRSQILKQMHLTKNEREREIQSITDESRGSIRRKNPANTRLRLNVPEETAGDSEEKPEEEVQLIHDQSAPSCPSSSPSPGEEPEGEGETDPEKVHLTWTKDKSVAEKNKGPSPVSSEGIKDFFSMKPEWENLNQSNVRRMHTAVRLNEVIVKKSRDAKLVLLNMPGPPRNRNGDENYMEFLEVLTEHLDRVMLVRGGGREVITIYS
# * marks the source's active call; other numbers are inactive results; nt = no result given; [ ] = remark or other dose.
SMILES,eIF4E-4G inh,m-calpain inh,Rad51 HR inh,Mdm2 ligase inh,TNF death inh,EBV gp42 inh,PERK inhibitor,L929 necroptosis,KCC2 mod
COc1cc2c(cc1OC)C(C)N(C(=O)C1COc3ccccc3O1)CC2 (centres undefined),7,-12,1,14,18,-3,-0.5,2.9,nt
C(#Cc1ccccc1)CN1CCCCC1,-2,-28,7,4,-0.1,-4,0.6,4.0,0.093
Cc1cccc(NC(=S)N(C)C2(c3ccccc3Cl)CCCCC2=O)c1 (centres undefined),14,-11,-5,nt,-0.4,-12,0.2,-1.2,-0.19
CCc1cc(C(=O)N2CCc3c([nH]c4ccccc34)C2c2ccc(OC)cc2F)no1 (centres undefined),-1,-70,14,-7,-2.9,3,-0.2,0.1,0.55
CO/N=C/C(C#N)=C/c1cc(C(=O)c2ccc(F)cc2)cn1C,-3,-51,-8,-1,2.6,-2,1.1,-0.9,0.0051
CCCn1c(NC(=O)c2ccc(C)cc2)nc2ccccc21,2,-156,8,-17,-0.2,-24,-1.2,0.4,nt
C(=N\Nc1ncnc2nc[nH]c12)/c1cccs1,-1,3,9,-12,-2.7,-10,0.4,77*,-0.011
CC1(C(=O)NCc2cccnc2)CCC(=O)N1CCc1ccccc1 (centres undefined),2,-1,-6,-15,0.1,-7,0.2,0.0,-0.21
Cc1onc(-c2c(Cl)cccc2Cl)c1C(=O)ONC(=O)c1cc(C(F)(F)F)cc(C(F)(F)F)c1,2,23,12,-21,1.2,-14,3.0*,0.9,nt
CCNc1nc(NCC)nc(SCC(C)=O)n1,-3,4,11,-14,1.3,-26,0.8,1.8,0.041
COc1cccc(Nc2nc(NCCO)c3ccccc3n2)c1,7,-25,6,-20,-6.4,-12,-1.6,4.6,-1.2
COc1cc(O)c(C(CCN2CCN(c3ccccc3)CC2)c2cc(OC)c(OC)c(OC)c2)c(OC)c1 (centres undefined),-1,-3,4,21,4.5,-7,nt,0.0,2.5
CCn1c(COc2ccc(C)cc2)nnc1SCC(=O)NCc1ccco1,5,12,-1,-18,1.4,-19,0.5,-1.0,0.83
Cc1cccc(-n2cc(-c3ccccc3)c3c(N4CCOCC4)ncnc32)c1,3,27,-1,-1,-2.5,13,2.3,1.0,0.012
c1ccc2c(c1)CCN(C1=Nc3cccc4cccc1c34)C2,2,-213,-33,-2,-2.3,41,-0.6,1.8,-0.29
CC(=O)Cc1nsc(NC(=O)c2ccccc2)n1,2,-1,5,-13,-3.5,-16,0.8,0.1,0.95
CS(=O)(=O)N(CC(=O)N1CCN(c2ccccc2F)CC1)c1ccc2c(c1)OCCO2,3,3,4,-2,-0.8,3,-1.1,-0.6,-0.47
CCO/C=N/c1c(C#N)c2c(c(=S)n1C)COC(C)(C)C2,1,13,9,-20,-2.8,2,0.3,-0.1,0.12
CNC(=O)c1c(NC(=O)c2cccc(N3C(=O)CCC3=O)c2)sc2c1CCC2,-5,-271,-37,-3,-0.4,-12,-1.6,2.3,-1.6
COc1ccccc1C(c1nnnn1CS(=O)(=O)c1ccc(C)cc1)N1CCSCC1 (centres undefined),-6,-8,-6,5,-2.8,-10,0.8,-0.3,-0.89
CC(=O)c1ccccc1OC(=O)c1ccc([N+](=O)[O-])o1,-1,-49,15,-12,-3.6,-7,1.3,0.7,0.17
CCOc1ccccc1CNC(=O)c1cc2occc2n1C,-1,-5,-3,-25,0.8,-18,-0.4,0.2,-0.74
O=C(O)C1CCC(=O)N(C2CCCCC2)C1c1ccccc1Cl (centres undefined),1,-11,-4,-2,-1.3,-8,0.3,-0.3,0.59
CCOC(=O)CSc1nnc2n(Cc3ccccc3)c(=O)c3c4c(sc3n12)CCC4,0,6,1,-18,-0.1,5,-0.7,-0.1,-0.066
COC(=O)c1ccc2c(=O)n(-c3ccc(OC)cc3)c(=S)[nH]c2c1,0,8,nt,-10,-2.3,-17,1.4,-0.1,8.2*
# Continuation:
SMILES,eIF4E-4G inh,m-calpain inh,Rad51 HR inh,Mdm2 ligase inh,TNF death inh,EBV gp42 inh,PERK inhibitor,L929 necroptosis,KCC2 mod
COc1ccc(Cl)cc1NC(=S)NCCO,-4,10,-60,-11,0.1,11,-0.4,-0.4,-0.72
COc1ccc(CCN2C(=O)CC(Sc3ncccc3C(=O)O)C2=O)cc1OC (centres undefined),-1,-23,4,10,-1.3,-4,0.6,0.1,-0.86
O=C(c1cc(-c2ccc(F)cc2)on1)N1CCCC1,4[fluorescence artefact?],-12,nt,-5,-0.6,7,-0.6,-0.5,nt
COc1ccc(N2CCN(Cc3cc(=O)oc4ccc5ccccc5c34)CC2)cc1,-11,-19,0,3,-0.3,-7,-0.6,-0.2,0.24
Cc1ccc(SCCNS(C)(=O)=O)cc1,0,9,-3,-25,-2.1,-20,0.6,0.0,0.00082
O=C1CCCN1CCCNC(=S)Nc1ccc(Cl)cc1Cl,-3,-12,-13,-8,-0.5,-8,0.3,0.2,0.32
O=C(Nc1cnc2ccccn2c1=O)c1ccc(Cl)cc1,8,10,-7,-21,-1.4,-34,0.8,0.1,0.45
CC(=O)Nc1ccc(SC[C@H](CC(C)C)N2CCN(CCc3ccccc3)CCC2=O)cc1,-1,30,-8,1,1.4,-7,nt,-0.1,-3.8*
CNC(=S)N/N=C/C1=CCC2CC1C2(C)C (centres undefined),2[fluorescence artefact?],46,22,2,0.1,-4,1.0,nt,1.5
O=C(NCc1ccccn1)C1CC(c2ccc(F)cc2)=NO1 (centres undefined),0,13,-1,-19,1.4,-10,-0.3,-0.5,nt
CC(NC(=O)c1ccnc(C(C)(C)C)c1)c1ccccc1 (centres undefined),-8,-45,-3,-14,-0.9,0,-0.6,-0.4,0.55
c1ccc(C2=NNC(c3ccco3)=Nc3ccccc32)cc1,1,2,30,-14,1.2,-12,0.5,1.8,-0.043
CCOc1ccc(S(=O)(=O)Nc2cccc(Cl)c2)cc1,nt,nt,-7,nt,-2.5,nt,-0.5,0.5,-0.58
COc1ccc(S(=O)(=O)NC(Cc2cnc[nH]2)C(=O)O)cc1 (centres undefined),3,7,-1,-2,1.0,-13,2.0,1.4,-0.33
COc1cc(C2C(C(=O)c3ccco3)=C(O)C(=O)N2CCc2ccccc2)ccc1O (centres undefined),-2,-46,-12,-36,3.2,-12,0.9,2.0,-0.00016
CCn1nnnc1SCC(=O)N1CCN(c2ccccc2)CC1,3,-22,5,-7,2.1,-16,0.7,0.0,0.044
O=S(=O)(Nc1cc(Cl)ccc1N1CCCCC1)c1cccs1,-14,-31,-3,-24,1.1,-10,-0.6,0.5,nt
COc1ccc(-c2nc3ccccc3c(C(=O)Nc3ccc(S(=O)(=O)Nc4cc(C)on4)cc3)c2C)cc1,6,-89,-11,-24,-1.1,-8,1.0,-0.9,0.082
COc1ccccc1NC(=S)N1CCN(C(=O)C2CCCO2)CC1 (centres undefined),1,-2,1,-7,0.9,-17,1.5,9.1,1.2
COc1ccc(CNCC(O)(c2ccccc2)c2ccc(Cl)cc2)cc1 (centres undefined),13,19,5,-11,1.4,-9,-1.1,0.3,-0.11
CSc1ccccc1NC(=O)c1cc(CC(C)C)on1,-4,5,7,-8,0.8,-20,0.7,1.8,-0.7
COc1ccc(CCNC(=O)CC2SC(=NCc3ccccc3OC)NC2=O)cc1 (centres undefined),4,16,-5,-23,0.8,-23,1.3,0.8,-0.59
Cc1cc(C)c(C(=O)CN2C(=O)NC3(CCC(C)CC3)C2=O)cc1C (centres undefined),-3,4,-9,-18,-0.9,-8,-0.4,0.0,-0.075
COc1ccc(C(=O)N/N=C/C2CC=CCC2)cc1OC (centres undefined),2,-42,15,-17,0.5,-9,0.8,3.7,0.53
O=C(Nc1cc(S(=O)(=O)N2CCOCC2)ccc1N1CCCCC1)c1cc(-c2ccccn2)nc2ccccc12,3,-87,8,0,-2.7,-13,1.1,0.3,-0.023
CCCn1c(C(O)c2cc(OC)ccc2OC)nc2ccccc21 (centres undefined),1[fluorescence artefact?],-1,nt,-15,1.3,-2,-0.8,-0.8,0.18
Cc1n[nH]c(=O)n1-c1ccc(OCc2ccccc2)cc1,-1,-15,nt,-15,0.8,0,1.5,0.7,-1.1

# Shown bar-delimited: 11 of the compounds above
canonical_smiles | eIF4E-4G inh | m-calpain inh | Rad51 HR inh | Mdm2 ligase inh | TNF death inh | EBV gp42 inh | PERK inhibitor | L929 necroptosis | KCC2 mod
COc1ccc(N2CCN(Cc3cc(=O)oc4ccc5ccccc5c34)CC2)cc1 | -11 | -19 | 0 | 3 | -0.3 | -7 | -0.6 | -0.2 | 0.24
Cc1ccc(SCCNS(C)(=O)=O)cc1 | 0 | 9 | -3 | -25 | -2.1 | -20 | 0.6 | 0.0 | 0.00082
O=C1CCCN1CCCNC(=S)Nc1ccc(Cl)cc1Cl | -3 | -12 | -13 | -8 | -0.5 | -8 | 0.3 | 0.2 | 0.32
O=C(Nc1cnc2ccccn2c1=O)c1ccc(Cl)cc1 | 8 | 10 | -7 | -21 | -1.4 | -34 | 0.8 | 0.1 | 0.45
CC(=O)Nc1ccc(SC[C@H](CC(C)C)N2CCN(CCc3ccccc3)CCC2=O)cc1 | -1 | 30 | -8 | 1 | 1.4 | -7 | nt | -0.1 | -3.8*
CNC(=S)N/N=C/C1=CCC2CC1C2(C)C (centres undefined) | 2[fluorescence artefact?] | 46 | 22 | 2 | 0.1 | -4 | 1.0 | nt | 1.5
O=C(NCc1ccccn1)C1CC(c2ccc(F)cc2)=NO1 (centres undefined) | 0 | 13 | -1 | -19 | 1.4 | -10 | -0.3 | -0.5 | nt
CC(NC(=O)c1ccnc(C(C)(C)C)c1)c1ccccc1 (centres undefined) | -8 | -45 | -3 | -14 | -0.9 | 0 | -0.6 | -0.4 | 0.55
c1ccc(C2=NNC(c3ccco3)=Nc3ccccc32)cc1 | 1 | 2 | 30 | -14 | 1.2 | -12 | 0.5 | 1.8 | -0.043
CCOc1ccc(S(=O)(=O)Nc2cccc(Cl)c2)cc1 | nt | nt | -7 | nt | -2.5 | nt | -0.5 | 0.5 | -0.58
COc1ccc(S(=O)(=O)NC(Cc2cnc[nH]2)C(=O)O)cc1 (centres undefined) | 3 | 7 | -1 | -2 | 1.0 | -13 | 2.0 | 1.4 | -0.33

# This is a random part of the collection, and some 3.6% of all compounds hit somewhere here.
